TDP1 cell noCPT: qHTS for Inhibitors of human tyrosyl-DNA phosphodiesterase 1 (TDP1): qHTS in cells in absence of CPT; Potency, µM (doses to about 46.2 µM), inactives show at the highest dose activity change, negative = growth inhibition, usual class: inhibitors; hit rate 15% among 420,000; DT40 Tdp1-/- hTDP1 cells, no CPT, ATP luminescence, 48 h; note: nearly all actives have a fitted effect of over 55% in size
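Chicken DT40 Tdp1-/- cells complemented with human TDP1, screened without camptothecin (DMSO vehicle only), 400 cells/well. Compounds pin-transferred, cells incubated at 37 °C for at least 48 hr. Growth read as ATP-dependent luminescence (CellTiter-Glo, 30 min at RT).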
TDP1 block: blocks human tyrosyl-DNA phosphodiesterase 1. Q9NUW8. recombinant TDP1, AlphaScreen DNA substrate cleavage. Potency, µM (highest dose often 130 µM), without a hit: at the highest dose activity change, negative = inhibition, hits mostly inhibitors. hit rate 0.28% among 350,000. AID 485290; note: nearly all actives have a fitted effect of over 40% in size
Target sequence (Q9NUW8 whole entry, looked up): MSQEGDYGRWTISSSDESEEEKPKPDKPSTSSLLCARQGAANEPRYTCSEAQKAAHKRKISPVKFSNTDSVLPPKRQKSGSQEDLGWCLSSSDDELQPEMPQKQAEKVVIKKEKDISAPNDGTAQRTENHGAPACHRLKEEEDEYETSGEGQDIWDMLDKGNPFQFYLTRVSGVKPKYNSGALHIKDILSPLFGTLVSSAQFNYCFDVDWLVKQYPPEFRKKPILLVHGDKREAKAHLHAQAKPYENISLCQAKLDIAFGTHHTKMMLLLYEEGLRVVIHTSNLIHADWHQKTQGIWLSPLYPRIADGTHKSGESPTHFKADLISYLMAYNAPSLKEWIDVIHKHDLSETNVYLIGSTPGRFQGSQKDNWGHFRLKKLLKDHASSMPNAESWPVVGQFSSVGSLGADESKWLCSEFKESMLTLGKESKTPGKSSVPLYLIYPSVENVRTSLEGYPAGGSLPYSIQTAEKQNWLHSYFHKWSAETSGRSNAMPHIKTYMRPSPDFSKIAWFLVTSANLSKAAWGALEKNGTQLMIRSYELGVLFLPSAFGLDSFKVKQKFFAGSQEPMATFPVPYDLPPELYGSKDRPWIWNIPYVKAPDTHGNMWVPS
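Steps: enzyme plus compound, 15 min RT; add biotin/phosphotyrosine-FITC oligonucleotide (15 nM final), react 5 min; add donor/acceptor beads (10 ug/ml final), 10 min; read AlphaScreen. Tdp1 at 1 nM final.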
N370S GC: N370S glucocerebrosidase modulation, Gaucher chaperone candidate; P04062; N370S GC spleen homogenate, 4MU-glucoside fluorescence; Potency, µM (series often up to 59.4 µM), for the others: at the top dose activity change, negative = inhibition, actives largely listed as inhibitors; hit rate 0.092% among 330,000; AID 2101;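 note: 0% = full enzyme activity and -100% = no enzyme basal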
Numbers without * were called inactive; ? = inconclusive; . = not tested or not shown; & = joins results of further samples; [ ] = another dose, or the depositor's remark. Calls come from the whole dose curve; as a rule, active = well fitted curve in the direction sought with a large enough effect; inconclusive = small, poorly fitted or top-dose-only effect, or another doubt; inactive = no such curve, though single readings can be large; an effect the other way counts as inactive or inconclusive. Unless noted, % is set by controls: 0 for no effect and ±100 for the full control effect; potency is the fitted concentration of half-maximal effect.

SMILES | TDP1 cell noCPT | TDP1 block | N370S GC
CCS(=O)(=O)N1CCN(c2ccccc2F)CC1 | -2.2% | 4.4% | 3.6%
COC(=O)CC(N)c1ccc(Br)cc1 (stereo not given) | -22.0% | 5.1% | -1.8%
O=C(N1CCOCC1)N1CCCN(C(=O)N2CCOCC2)CC1 | -9.0% | 4.7% | 7.8%
S=C(NCCN1CCOCC1)Nc1cccc2ccccc12 | 4.4% | 0.0% | -17.8%
COc1ccc(-n2c(CNc3ccc(C)cc3)nnc2SCC(=O)Nc2nc(-c3ccccc3)cs2)cc1 | 10µM* | 1.9% | 12.2%
O=C(O)CCCC(=O)N1CC(=O)Nc2ccccc21 | 5.7% | -5.1% | -5.1%
Cc1ccccc1S(=O)(=O)Cc1ccc(C(=O)NCCCN2CCCC2)o1 | 11.4% | 0.7% | -19.9%
CCC1CCCCN1C(=O)c1ccc(OC)c(OC2CCN(C(C)C)CC2)c1 (stereo not given) | 0.1% | 2.0% | 1.9%
Cc1cccc(-c2cc3nc(C)c(C)c(NCCCn4ccnc4)n3n2)c1 | 14.6µM* | . | -7.4%
COc1cccc(N2CC(NS(=O)(=O)c3cccnc3)CC2=O)c1 (stereo not given) | -29.2% | . | -8.0%
O=C(CNS(=O)(=O)c1c(Cl)cccc1Cl)OCC(=O)N1CCN(c2ccccc2)CC1 | 3.2% | -3.1% | 8.0%
O=C(Cn1ncc2c3ccccc3n(Cc3cccc(Cl)c3)c2c1=O)Nc1ccc(F)cc1F | 20.6µM* | 2.5% | .
Cc1c(OCC(=O)NCCCN2CCOCC2)ccc2c3c(c(=O)oc12)CCCC3 | -3.7% | 7.7% | -7.9%
CCCCn1c(N)c(N(CC(C)C)C(=O)COc2cc(C)ccc2Cl)c(=O)[nH]c1=O | -1.6% | 0.2%[0.505 µM] | 5.9%
CCCOc1ccc(/C=C/C(=O)NC2CCCCC2)cc1 | ? | 4.6% | 2.8%
CCC(c1nnc(SCC(=O)Nc2nnc(-c3ccccc3)o2)n1Cc1ccccc1)N(C)C (stereo not given) | -3.6% | 3.1% | -8.2%
Cc1ccc(NC(=O)c2ccc(Cl)c(N3C(=O)C=CC3=O)c2)cc1 | 2.06µM* | 10.4% | 14.5%
CC1=C(C(=O)OCc2ccc3c(c2)OCO3)C(c2ccc(F)cc2)NC(=O)N1 (stereo not given) | 4.11µM* | 5.1% | 2.9%
Cc1ccc(-c2nnc(Nc3ccc4c(c3)OCO4)c3ccccc23)cc1S(N)(=O)=O | ? | 5.6% | -6.7%
CCN(CC)c1ccc(/C=N/NC(=O)Cc2ccc(OC)c(OC)c2)cc1 | -21.9% | 2.5% | -11.0%
C/C=C\C=C/C(=O)Nc1cccc(C2=NOC3(C2)C[C@H](C(N)=O)N(C(=O)Cc2ccc([N+](=O)[O-])cc2)C3)c1 (stereo not given in full) | 4.2% | 3.5% | -9.6%
CC(=O)c1cccc(NC(=O)c2c(F)c(F)c(F)c(F)c2F)c1 | 29.1µM* | -2.1% | 8.8%
COc1ccc(CNC(=O)COC(=O)C2CC3C=CC2C3)cc1 (stereo not given) | 17.3% | -5.7% | 6.4%
Cc1ccc(NC(=O)C2CCN(c3cnccn3)CC2)cc1C | -0.5% | 5.1% | -7.8%
O=C(NCCC1=CCCCC1)C1CCN(S(=O)(=O)c2cccc3nonc23)CC1 | ? | 4.2% | 4.7%

The listing continues:
SMILES | TDP1 cell noCPT | TDP1 block | N370S GC
COc1ccc(N2CC(NC(=O)NCC(C)C)CC2=O)cc1 (stereo not given) | -22.3% | 0.6% | -0.9%
CCCCC(=O)Nc1nc2ccc3nc(C)sc3c2s1 | ? | 2.6% | -10.2%
Cc1ccc(N=C/C(C(=O)C(F)(F)F)=C(\O)c2ccco2)cc1Cl | -13.2% | 8.2% | -0.9%
CCc1ccc(CNC(=O)CCCn2nc(C)n3ccnc3c2=O)cc1 | 1.3% | . | -2.8%
Cc1occc1-c1nnc(SCC(=O)NC2CCCC2)n1C | -4.8% | 8.8% | -14.1%
O=S(=O)(/N=C(/Nc1ccc(Cl)cc1Cl)c1ccccc1)c1cccs1 | 2.2% | 4.8% | -12.3%
Cc1c(Br)c([N+](=O)[O-])nn1CCCC(=O)Nc1c(C)n(C)n(-c2ccccc2)c1=O | -12.3% | -1.2% | -4.8%
S=C(NCc1ccccc1)Nc1nccs1 | 4.61µM* | . | -2.1%
O=C(NCc1ccccn1)c1ccc(Cl)c(S(=O)(=O)Nc2ccccc2C(=O)NCc2ccccn2)c1 | ? | 2.7% | -2.6%
Cc1onc(-c2ccccc2Cl)c1C(=O)N1CCCCC1C (stereo not given) | -24.1% | . | 0.9%
CC(=O)CCc1ccc(OCC(O)CNC2CCCc3ccccc32)cc1 (stereo not given) | ? | 0.0% | -4.2%
Cc1ccc(OCc2nc(-c3cccnc3)no2)cc1C | -23.4% | 3.6% | 21.5%
Cc1ccc(S(=O)(=O)NC(=O)Nc2cccc(S(=O)(=O)N(C)C)c2)cc1 | -11.5% | 0.8% | .
O=C(O)c1ccccc1-n1cnnn1 | 14.6% | . | -18.2%
CCCCCCCNC(=O)C1(CC2CC(c3ccc(Cl)cc3)=NO2)CCN(C(=O)CCCCCBr)CC1 (stereo not given) | 18.4µM* | . | -10.3%
Cc1nc2sc(C(c3cccc(F)c3)N3CCCCC3)c(O)n2n1 (stereo not given) | -0.8% | 2.2% | 2.5%
O=C(C[C@H]1C/C=C\C[C@@H](NC(=O)OCC2c3ccccc3-c3ccccc32)C(=O)O[C@@H](c2ccccc2)CNC1=O)N[C@H](CO)Cc1ccccc1 | 18.4µM* | -2.4% | .
C=C[C@@H]1c2cccc(C)c2N(S(=O)(=O)c2ccc(C)cc2)[C@H](c2ccc(OC(C)=O)cc2)C1(C#N)C#N | ? | -0.7% | .
Cc1oc(C)c2c(=O)cc(-c3ccc4c(c3)OCO4)cc(OC(=O)c3cccc(Cl)c3)c12 | ? | 3.7% | .
CCc1ccc(-n2c(=O)c3ccccc3n(CC(=O)NCCc3ccc(OC)c(OC)c3)c2=O)cc1 | ? | 5.5% | .
Cc1onc(-c2ccccc2Cl)c1C(=O)NCc1ccccc1F | 11.3% | 1.7%[56.1 µM] | -12.5%
O=C(NCc1ccc(N2CCCC2=O)cc1)Nc1cccc(Cl)c1 | ? | 1.1% | -0.7%
O=C(O)c1cccc(C(=O)O)c1 | -4.6% | . | 0.8%
COc1ccc(Cl)cc1NC(=O)C12CCC(C)(C(=O)O1)C2(C)C (stereo not given) | ? | 4.8% | 11.8%
O=C(O)c1ccc(/C=N/N2CCN(Cc3ccccc3)CC2)cc1 | -2.4% | 2.7% | -1.6%

(more compounds)
SMILES | TDP1 cell noCPT | TDP1 block | N370S GC
CS(=O)(=O)N(CCc1ccccc1)CC(=O)N1CCCCC1 | -0.8% | -1.0% | -11.4%
Fc1ccc(C2=Nn3c(nnc3-c3ccco3)SC2)cc1 | -14.6% | 6.8% | -10.0%
O=C(Nc1cc2c(cc1Cl)OCCCO2)c1ccco1 | -17.6% | 2.6% | 11.0%
Cc1cc(C)c(S(=O)(=O)Nc2ccccc2-c2ccccc2)c(C)c1 | 20.6µM* | 1.8% | 7.9%
N#CCCN1CCN(C(=O)c2c(N)no[n+]2[O-])CC1 | -12.3% | 0.0% | -0.4%
CCOC(=O)Nc1sc2c(c1C(N)=O)CCC(C)C2 (stereo not given) | 4.6% | 2.6% | 5.9%
Cc1cccc(C)c1NC(=O)N1CC(C)OC(C)C1 (stereo not given) | 19.8% | . | -14.4%
O=C(c1cc(-c2ccc(Cl)cc2Cl)on1)N1CCOCC1 | ? | 2.2% | 0.3%
O=C(CN1CCC(O)(c2cccc(C(F)(F)F)c2)CC1)NCCc1ccccc1 | 11.6µM* | . | -9.5%
COc1cc(OC)c2c(-c3ccccc3)cc(=O)oc2c1C(CCN1CCCC(C)C1)c1ccc2c(c1)OCO2 (stereo not given) | 23.1µM* | 10.3%&4.7% | ?
Cc1cc(C(F)(F)F)nc(Nc2nc(C)c3ccccc3n2)n1 | 8.7% | 6.5% | ?
Cc1cc(NC(=O)CSc2nnc3ccc(-c4ccc(F)cc4)nn23)no1 | -15.7% | 0.1% | -9.6%
CC(C)CC(NC(=O)C(CC(C)C)NC(=O)OC(C)(C)C)C(=O)O (stereo not given) | -5.1% | -2.1% | 14.0%
Cc1ccc(NC(=O)Nc2nnc(-c3ccncc3)s2)cc1 | 11.6µM* | 2.8% | -13.1%
CC(=O)c1ccc(OCC(C)Oc2ccc(C#N)cc2)cc1 (stereo not given) | 23.1µM* | 0.0% | -4.1%
CC1Cc2ccccc2N1S(=O)(=O)c1cnc[nH]1 (stereo not given) | -2.2% | 2.2% | -12.9%
Cc1nn(C(CC(=O)O)C(=O)O)c(C)c1Br (stereo not given) | -1.2% | -2.5% | -2.1%
Cc1cccc(NS(=O)(=O)c2ccc(C(=O)N3CCCC3)cc2)c1C | 14.6µM* | . | 0.0%
O=C(Nc1cccc(-c2ccc(N3CCOCC3)nn2)c1)c1ccc(F)cc1F | -21.0% | -6.4% | -8.8%
O=C(N/N=C/c1cccs1)[C@H]1C[C@@H]1c1ccccc1 | ? | 2.7% | -10.5%
O=C(Nc1ccc2c(c1)OCCO2)C1CCCN(S(=O)(=O)c2cccc3nsnc23)C1 (stereo not given) | ? | 7.0% | -2.4%
CCCCN1C(=O)c2ccc(C(=O)Nc3ccc(C)c(S(=O)(=O)N(C)C)c3)cc2C1=O | 16.4µM* | -2.3% | 4.7%
CC(C)N(CCNCc1nnc(-c2ccccc2)o1)C(C)C | 6.3% | 0.0% | -2.4%
CC(C)(C)c1ccc(C(=O)NC(=S)Nc2ccc(N3CCOCC3)cc2)cc1 | -25.7% | -0.6% | 15.3%
c1ccc(-c2cc(-c3nc4ccccc4[nH]3)c3ccccc3n2)cc1 | ? | 0.0% | 21.0%

Six compounds picked at random from the list so far, as already listed:
SMILES | TDP1 cell noCPT | TDP1 block | N370S GC
CC1Cc2ccccc2N1S(=O)(=O)c1cnc[nH]1 (stereo not given) | -2.2% | 2.2% | -12.9%
O=C(N/N=C/c1cccs1)[C@H]1C[C@@H]1c1ccccc1 | ? | 2.7% | -10.5%
O=C(CN1CCC(O)(c2cccc(C(F)(F)F)c2)CC1)NCCc1ccccc1 | 11.6µM* | . | -9.5%
O=C(c1cc(-c2ccc(Cl)cc2Cl)on1)N1CCOCC1 | ? | 2.2% | 0.3%
Cc1cc(NC(=O)CSc2nnc3ccc(-c4ccc(F)cc4)nn23)no1 | -15.7% | 0.1% | -9.6%
Cc1cccc(C)c1NC(=O)N1CC(C)OC(C)C1 (stereo not given) | 19.8% | . | -14.4%

(next part)
SMILES | TDP1 cell noCPT | TDP1 block | N370S GC
C[C@H](NC(=O)[C@@H]1CSC2c3ccccc3C(=O)N21)C(=O)NCCc1ccc(F)cc1 (stereo not given in full) | 9.3% | 0.3% | -5.7%
CCOc1ccc(NC(=O)CN(C)C(=O)CC2CC3CCC2C3)cc1OCC (stereo not given) | 1.0% | 2.0% | -4.8%
CC(=O)c1cc2c(cc1NC(=O)Cn1cnc3ccccc3c1=O)OCO2 | 7.9% | 0.2% | .
CCN(CC)C(=O)Cn1cnc2sc(C)c(S(=O)(=O)N3CCC(C)CC3)c2c1=O | -11.9% | 2.1% | 2.1%
Cc1ccc(NS(=O)(=O)c2ccc(-n3cccn3)cc2)cc1Cl | ? | 2.8% | .
O=S(=O)(NCCCN1CCOCC1)c1ccc2ccccc2c1 | -15.7% | 0.0% | -1.9%
Cc1ccc(C2C(C#N)=C(N)Oc3cc(C)oc(=O)c32)o1 (stereo not given) | 18.4µM* | -2.4% | -2.0%
COc1ccccc1CCN1CCCC(CN(C)C(=O)CCC(N)=O)C1 (stereo not given) | 13.5% | . | -2.7%
C=C(C)C(=O)OCC(C)C | -7.3% | -0.4%&2.0% | 5.2%
CCOc1ccccc1C(=O)NCC(=O)NCCc1ccc(S(N)(=O)=O)cc1 | -20.7% | 1.4% | -0.2%
CN1CCN(C2=NCCO2)CC1 | -3.1% | -2.6% | 1.9%
CC(NC(=O)CCc1nnc(-c2ccc(-c3ccccc3)cc2)o1)c1nccs1 (stereo not given) | 20.6µM* | 3.6% | -2.6%
Cc1cccc(OCC(=O)Nc2ccc3c(c2)nc(CN2CCCCC2)n3C)c1 | ? | 9.8% | 8.0%
CCN(CC)CCNC(=S)Nc1ccc2nc(N3CCOCC3)cc(C)c2c1 | -26.5% | . | -11.3%

Reformatted with each value named: part of the list above
Cc1ccc(OCc2nc(-c3cccnc3)no2)cc1C
- TDP1 cell noCPT: -23.4%
- TDP1 block: 3.6%
- N370S GC: 21.5%

Cc1ccc(S(=O)(=O)NC(=O)Nc2cccc(S(=O)(=O)N(C)C)c2)cc1
- TDP1 cell noCPT: -11.5%
- TDP1 block: 0.8%
- N370S GC: .

High-throughput results as filed in PubChem.

Not all compounds are listed; rates above refer to the full screens.
